Source: PubChem BioAssay (several laboratories)
MDM2 E3 inh = MDM2-luciferase reporter signal enhancers, primary screen, MDM2 E3 ligase inhibitor project, cell-based, luminescence, 1536-well | E3 ubiquitin-protein ligase Mdm2 (Homo sapiens), Q00987 | cell-based MDM2 ubiquitination luciferase reporter, 2 h; 0 = plate control, 100 = twice control, blank-subtracted | signal enhancement, % at 5 µM | 210,000 tested, 0.11% active | AID 1230, 2008;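 active = signal enhancement of 30% or more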;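 also: luminescence tracks abundance of the self-degrading MDM2-luciferase fusion protein; higher signal means inhibition of MDM2 E3 ligase activity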
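Buffer or medium: Cells held in DMEM | Assay system: Stable mammalian line carrying autodegrading MDM2–luciferase fusion reporter | Quantity: 2000 cells/well | Times: 4 h settle plus 2 h compound, 37 °C | Doses: One concentration, 5 µM, with 0.2% DMSO | Technique: Luminescence with SteadyLite reagent, 15 min at room temperature | Benchmarks: Plate controls and plate blanks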
PERK inh = block of dimerizer-induced PERK translation repression, primary screen, PERK inhibitor project, CHO PERK-DD cells, SEAP luminescence, HTS; 220,000 tested, 0.17% active; CHO PERK-DD fusion, SEAP luminescence translation reporter; Eukaryotic translation initiation factor 2-alpha kinase 3 (Homo sapiens), Q9NZJ5; inhibition, % at 5.6 µM;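 active = inhibition above the mean inhibition of all tested compounds plus 3 SD, set separately per screening campaign, cut at about 2.9% in these data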;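 also: PERK kinase domain activated by AP20187 dimerizer at 100 nM; 0% = DMSO with dimerizer and 100% = rapamycin at 8.4 µM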
Ba/F3 V617F tox = reduced viability of JAK2V617F-dependent Ba/F3 cells, primary screen, JAK2V617F inhibitor project, cell-based, Ba/F3 EpoR-JAK2V617F, luminescence; inhibition, % at 5.6 µM; AID 1446, 2008; ATP luminescence; 220,000 tested, 1.1% active;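 active = inhibition above the campaign mean plus 3 SD over all tested compounds, cut at about 24% in these data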;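 also: cytokine-independent growth of Ba/F3 cells driven by EpoR plus mutant JAK2; 0% = DMSO-treated cells and 100% = JAK inhibitor I control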
Wee1 stabilizer = Wee1 degradation inhibitors, primary screen, cell-based, HeLa, Wee1K328M-luciferase, luminescence; 220,000 tested, 1.2% active; reporter increase, % at 5 µM; Wee1-like protein kinase (Homo sapiens), P30291; HeLa Luc-Wee1K328M stability; 100% = proteasome inhibitor MG132 effect;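 active = activation above the mean of all tested compounds plus 3 SD, set per screening run, cut at about 8.8% in these data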;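 also: cells exposed to compound for 20 h before luminescence read; 0% = DMSO alone and 100% = MG132 at 30 µM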
Target sequence (P30291 whole entry K328M): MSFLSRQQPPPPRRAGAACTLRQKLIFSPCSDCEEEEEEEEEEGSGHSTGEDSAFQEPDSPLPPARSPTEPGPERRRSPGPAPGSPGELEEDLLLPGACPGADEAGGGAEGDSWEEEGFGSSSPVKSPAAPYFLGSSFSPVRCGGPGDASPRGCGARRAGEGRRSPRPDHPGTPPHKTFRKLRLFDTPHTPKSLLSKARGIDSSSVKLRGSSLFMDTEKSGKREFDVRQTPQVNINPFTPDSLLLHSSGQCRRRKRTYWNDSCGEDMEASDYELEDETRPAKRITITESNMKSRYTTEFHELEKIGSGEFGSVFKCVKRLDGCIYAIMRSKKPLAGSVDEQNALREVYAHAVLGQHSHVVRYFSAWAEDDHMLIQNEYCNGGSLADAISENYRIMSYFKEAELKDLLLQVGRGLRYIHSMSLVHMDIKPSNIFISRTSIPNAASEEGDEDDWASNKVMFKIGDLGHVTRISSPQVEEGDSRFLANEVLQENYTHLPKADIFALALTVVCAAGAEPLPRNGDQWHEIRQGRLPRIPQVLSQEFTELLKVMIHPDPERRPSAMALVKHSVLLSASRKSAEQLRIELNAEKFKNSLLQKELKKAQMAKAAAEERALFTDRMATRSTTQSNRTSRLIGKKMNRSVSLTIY
BaF3 parental = parental Ba/F3 cell viability inhibition, counter-screen for JAK2V617F inhibitor project, murine pro-B, CellTiter-Glo luminescence; CellTiter-Glo ATP luminescence; inhibition, % at 5.6 µM; 220,000 tested, 1.1% active;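 active = inhibition above a per-campaign cutoff, the mean inhibition of all tested compounds plus 3 SD, cut at about 27% in these data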;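 also: 0% = DMSO wells and 100% = JAK Inhibitor I control wells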
eIF4E-4G inh = eIF4E–eIF4G protein interaction inhibitors, primary screen, biochemical, uHTS, TR-FRET, eIF4GI fragment; inhibition, % at 21.7 µM; Eukaryotic translation initiation factor 4E (Mus musculus) + Eukaryotic translation …; 220,000 tested, 0.37% active; TR-FRET eIF4E-eIF4GI(517-606) binding, 2 h;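 active = inhibition above about 30%, limit read from the data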;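 also: 0% = full FRET control wells and 100% = background wells lacking eIF4GI fragment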
NPY-Y2 PAM-ag = NPY-Y2 potentiators or agonists, primary screen, cell-based. Neuropeptide Y receptor type 2 (Homo sapiens), P49146. cells expressing NPY-Y2, potentiator/agonist read-out. activation, % at 3.6 µM. 220,000 tested, 0.45% active; in the data active = activation above about 27%;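 also: cells stimulated with NPY near EC25 plus isoproterenol at EC100; 0% = vehicle plus submaximal agonist and 100% = vehicle plus saturating agonist; some results beyond the cut were filed as inactive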
S1P4 antagonist = S1P4 receptor antagonists, primary screen, cell-based; Sphingosine 1-phosphate receptor 4 (Homo sapiens), O95977; inhibition, % at 4.98 µM; S1P4-expressing cells, antagonist mode, reporter read-out; 220,000 tested, 0.26% active; in the data active = inhibition above about 29%;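 also: 0% = wells stimulated with agonist and 100% = vehicle wells without agonist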
S1P4 agonist = S1P4 receptor agonists, primary screen, cell-based; Sphingosine 1-phosphate receptor 4 (Homo sapiens), O95977; S1P4-expressing cell line, agonist reporter assay; activation, % at 4.98 µM; 220,000 tested, 0.35% active; in the data active = activation above about 11%;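 also: 0% = DMSO vehicle and 100% = reference agonist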
Numbers without * were called inactive; · = no result given; [ ] = remark or other dose.

structure,MDM2 E3 inh,PERK inh,Ba/F3 V617F tox,Wee1 stabilizer,BaF3 parental,eIF4E-4G inh,NPY-Y2 PAM-ag,S1P4 antagonist,S1P4 agonist
CCOC(=O)C1(C)NC(c2ccc(OC)c(OC)c2)C2C(=O)N(CC)C(=O)C21 (centres undefined),-10,0.3,2,-1,-1,-10,-14,-10,-0.4
Cc1cc(C)c2c(N)c(C(=O)N3CCc4ccccc4C3)sc2n1,-7,1.2,0,2,6,1,4,-2,-2.2
COc1ccc(COCC(O)CN2CCOCC2)cc1OC (centres undefined),8,2.0,-2,0,-3,0,79*,4,-0.2
Cc1ccc(-n2nc(-c3ccco3)cc2C(=O)NCc2cccnc2)cc1,-14,-1.5,-4,4,1,12,12,12,1.0
CN(C)CCNC(=O)c1ccc(CS(=O)(=O)c2ccc(Br)cc2)o1,·,1.3,-2,1,6,·,-8,-6,-2.2
COc1cc(C(=O)NCCCN2CCCC2=O)cc(OC)c1OC,-31,0.0,-1,2,5,-16,4,-39,-1.4
COc1ccc(CCNC(=O)C2Cc3ccccc3C(=O)O2)cc1 (centres undefined),-3,0.5,0,0,3,0,8,-15,1.0
CNC(=S)N/N=C/c1ccc(-c2ccc(Cl)c([N+](=O)[O-])c2)o1,1,-0.4,2,1,11,1,-18,-5,0.6
COc1ccc(/C=C/C(=O)OCC(=O)Nc2ccc(Cl)c(S(=O)(=O)N(C)C)c2)cc1OC,-4,0.3,-1,3,4,-8,-1,1,4.3
NC(N)=NS(=O)(=O)c1ccc(N/C=C\C(=O)c2ccncc2)cc1,3,1.0,-1,-2,7,3,3,-7,-0.5
Cc1nn(CCC(=O)NNC(=S)Nc2ccccc2)c(C)c1Br,0,0.5,1,-1,-1,-7,9,-23,0.1
Cc1ccc(CSc2nccc(-c3c(C)nc4ccccn34)n2)cc1,-15,-0.1,-3,0,-1,-6,-2,-10,-0.5
Cn1c(=O)c2c(SCC(=O)N3CCCc4ccccc43)nc(C3CC3)nc2n(C)c1=O,-4,1.3,-2,1,8,4,-5,-1,-0.1
COc1ccc(CCNC(=O)CN(CCc2ccccc2)S(C)(=O)=O)cc1,-12,1.0,5,1,7,-2,-8,-12,0.3
CCOC(=O)N1CCN(Cc2ccc(F)cc2F)CC1,-1,0.3,-1,-1,-1,4,9,-10,-0.4
C=CCNCCCOc1ccc(C)cc1Br,-13,-0.1,2,0,9,-22,-3,-13,0.4
COc1ccc(/C=C/C(=O)Nc2cccc(F)c2)cc1S(=O)(=O)N1CCOCC1,-17,-0.9,4,0,5,-5,-13,-13,0.8
COc1nc2c(s1)C(=O)NCCC2,-5,0.3,-5,0,0,14,-12,-1,-1.3
Cc1nc2ccccc2n1CC(=O)OCC(=O)NCc1ccccc1,-6,-0.3,1,0,3,0,4,1,0.6
CCc1cc2c(SCC(=O)c3ccc(Cl)s3)ncnc2s1,-12,-0.6,-3,6,4,-7,1,0,-0.4
COc1ccc2[nH]c(=O)c(CN(CCO)C(=O)c3ccccc3F)cc2c1,-19,1.8,1,-2,6,0,8,3,-2.9
CCC(C)N1C(=O)S/C(=C/c2ccc3c(c2)n(C)c(=O)n3C)C1=O (centres undefined),3,1.5,67*,4,4,2,-15,6,0.7
COc1ccccc1NC(=O)C(=O)NCc1ccncc1,3,-0.2,1,-1,8,0[fluorescence artefact?],-8,-12,0.7
CC(=O)N(CCC(c1ccccc1)c1ccco1)Cc1cccs1 (centres undefined),-13,0.0,4,-2,11,0,-25,2,-3.3
COc1ccc(-c2nc(NC(=O)CSc3nnc(C)s3)ns2)cc1,-17,-0.3,-1,-1,2,-9,19,-2,-0.6
C=CCn1c(SCc2ccc(C(=O)Nc3nccs3)cc2)nnc1-c1ccc(C)c(Cl)c1,-3,-0.2,-2,-4,4,-2,-3,-11,2.1
COc1ccccc1CNC(=O)CN(C)CC(=O)Nc1cccc(F)c1,-6,-0.7,1,-3,4,-4,4,-10,0.3
CC(OC(=O)CN1C(=O)C2CCCCC2C1=O)C(=O)Nc1ncc(Cl)cc1Cl (centres undefined),-9,0.6,1,0,9,-3,-3,-6,-2.0
CC1Cc2ccccc2N1CC(=O)c1c(N)n(Cc2ccccc2)c(=O)n(C)c1=O (centres undefined),-13,-0.1,3,-1,6,-2,6,-4,0.9
CCOCCCNC(=O)C(c1ccc(C)cc1)N(Cc1ccc2c(c1)OCO2)C(=O)CNC(C)=O (centres undefined),-14,0.1,1,-1,8,2,-9,-6,-0.1
CCc1ccc(-c2cc(C(=O)NN3CCOCC3)c3ccccc3n2)cc1,-8,-1.9,-2,28*,0,8,-25,-3,-2.1
O=C(N/N=C/c1cccs1)c1cc(-c2ccncc2)nc2ccccc12,-2,-0.5,69*,3,73*,15,-1,5,3.0
CCC1Oc2ccc(C)cc2N(CC(=O)NCc2cccc(OC)c2)C1=O (centres undefined),-2,0.0,-4,-1,0,-1,-1,-23,2.3
Cc1nnc(SCC(=O)Nc2nc(-c3ccccc3)cs2)n1N,-3,-0.3,-3,-1,4,-8,9,8,0.4
Clc1ccc(OCc2nnc(SCc3nc4ccccc4[nH]3)n2Cc2ccco2)cc1,-5,-0.3,1,-2,5,-2,40*,-10,0.6
COc1ccc(/C=N/NC(=O)Cc2cccs2)cc1,-15,0.0,-2,0,-3,-1,-4,14,-0.4
CSc1nc2ccccc2n1Cc1c(Cl)cccc1Cl,-6,-1.1,20,0,30*,3,15,2,-1.0
COC(=O)c1cc(Cl)c(NC(=O)c2cc(OC)c(OC)c(OC)c2)cc1OC,-12,0.7,0,2,2,3,-14,-1,-0.5
O=C(Nc1ccc(-c2cn3ccccc3n2)cc1)c1ccco1,-36,-1.2,2,3,6,-1,10,-8,-0.4
Cc1cc(OCC(=O)N(Cc2ccco2)C2CCS(=O)(=O)C2)cc(C)c1Cl (centres undefined),8,-2.3,0,-3,2,-4,4,1,2.7
COc1ccccc1N1CCN(C(CNC(=O)c2ccco2)c2cccnc2)CC1 (centres undefined),-8,-0.2,0,-1,5,-5,12,0,-2.5
CSc1ccccc1NC(=O)CCn1c(=O)sc2ccccc21,-10,-1.9,-3,3,3,4,-10,-16,0.3
O=C(O)CNS(=O)(=O)c1cccc(Cl)c1,-3,1.5,-5,4,0,0,8,6,-0.8
O=C(CSc1n[nH]c(-c2ccccc2F)n1)NCC(=O)Nc1ccc(F)c(F)c1F,-6,1.0,2,0,8,3,-6,-3,2.9
O=C(Cc1cccc2ccccc12)N/N=C1\CCCc2ccccc21,-18,-0.4,-4,-1,1,4,-4,-17,2.6
CCCc1ncc(C(O)(c2ccccc2)c2ccccc2)n1C,-1,0.6,0,-1,-1,1,1,3,-0.8
CNc1cc(CSC)nc(SCc2ccc(Cl)cc2Cl)n1,-19,0.1,-1,0,1,6,11,-2,0.1
CN(C)c1ccc(-c2noc(C3CCN(S(=O)(=O)c4ccc(C(=O)O)cc4)CC3)n2)cc1,·,0.0,-4,-2,-2,·,2,-19,1.3
CCSc1nnc(-c2cccs2)o1,-42,0.9,-4,1,-1,-4,-4,-17,-0.1
CCCC(=O)Nc1nc(CC(=O)OCC)cs1,-12,1.1,-7,0,-1,1,-8,2,-0.1

Given with two lines to a compound: eight of the compounds above.
The line under a structure holds: MDM2 E3 inh	PERK inh	Ba/F3 V617F tox	Wee1 stabilizer	BaF3 parental	eIF4E-4G inh	NPY-Y2 PAM-ag	S1P4 antagonist	S1P4 agonist
C=CCn1c(SCc2ccc(C(=O)Nc3nccs3)cc2)nnc1-c1ccc(C)c(Cl)c1
  -3	-0.2	-2	-4	4	-2	-3	-11	2.1
COc1ccccc1CNC(=O)CN(C)CC(=O)Nc1cccc(F)c1
  -6	-0.7	1	-3	4	-4	4	-10	0.3
CC(OC(=O)CN1C(=O)C2CCCCC2C1=O)C(=O)Nc1ncc(Cl)cc1Cl (centres undefined)
  -9	0.6	1	0	9	-3	-3	-6	-2.0
CC1Cc2ccccc2N1CC(=O)c1c(N)n(Cc2ccccc2)c(=O)n(C)c1=O (centres undefined)
  -13	-0.1	3	-1	6	-2	6	-4	0.9
CCOCCCNC(=O)C(c1ccc(C)cc1)N(Cc1ccc2c(c1)OCO2)C(=O)CNC(C)=O (centres undefined)
  -14	0.1	1	-1	8	2	-9	-6	-0.1
CCc1ccc(-c2cc(C(=O)NN3CCOCC3)c3ccccc3n2)cc1
  -8	-1.9	-2	28*	0	8	-25	-3	-2.1
O=C(N/N=C/c1cccs1)c1cc(-c2ccncc2)nc2ccccc12
  -2	-0.5	69*	3	73*	15	-1	5	3.0
CCC1Oc2ccc(C)cc2N(CC(=O)NCc2cccc(OC)c2)C1=O (centres undefined)
  -2	0.0	-4	-1	0	-1	-1	-23	2.3

Not a hit list. Share with any hit: about 4.1%.
